Compound activity deposited in PubChem BioAssay by several laboratories.
HTRA1 inhibitor: blocks human HTRA1 serine peptidase | Q92743 | recombinant HTRA1, FP-rhodamine activity-based probe, fluorescence polarization | inhibition, % at 5.96 µM | hit rate 0.5% among 340,000; in the data active means inhibition above about 36%;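 further: 0% = enzyme with DMSO and 100% = wells lacking enzyme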
PRMT1 FP inh: blocks human protein arginine methyltransferase 1; recombinant PRMT1, activity-based probe fluorescence polarization; hit rate 1.3% among 370,000; inhibition, % at 2.79 µM; Q99873;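 active means inhibition above about 21% made by adding two undisclosed values, limit read from the data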
mABHD4 FP: inhibits mouse alpha/beta hydrolase domain 4 | AID 720543 | purified mABHD4, FP-Rh probe fluorescence polarization | hit rate 0.54% among 370,000 | inhibition, % at 8.92 µM;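 active means inhibition exceeding the mean over every tested compound plus 3 SD, cut at about 30% in these data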;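 further: 0% = plate median of compound wells and 100% = S159A mutant with DMSO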
Target sequence (Q8VD66 whole entry, looked up, the tested form may be a part): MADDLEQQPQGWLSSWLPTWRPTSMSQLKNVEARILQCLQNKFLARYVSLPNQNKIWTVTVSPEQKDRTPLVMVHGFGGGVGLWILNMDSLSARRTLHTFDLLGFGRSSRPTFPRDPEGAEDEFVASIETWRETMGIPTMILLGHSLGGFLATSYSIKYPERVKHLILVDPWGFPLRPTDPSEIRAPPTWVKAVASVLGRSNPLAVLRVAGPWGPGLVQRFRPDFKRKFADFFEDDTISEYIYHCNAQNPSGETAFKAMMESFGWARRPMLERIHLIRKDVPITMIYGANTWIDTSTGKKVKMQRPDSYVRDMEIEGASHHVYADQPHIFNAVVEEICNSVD
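Test system: mouse ABHD4 enzyme, wild type. Reagent: FP-Rh fluorescent activity-based probe, added after compound pre-incubation. Timing: pre-incubation 45 min, probe exposure 60 min, at 25 °C. Technique: FP readout, ex 525 nm / em 598 nm. Benchmarks: high control S159A mutant with DMSO, low control median of compound wells.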
TCR CD3 inh: human TCR-CD3 binding inhibition; TAMRA-labeled TCR probe fluorescence, biochemical; inhibition, % at 9.4 µM; hit rate 0.37% among 360,000; AID 651800; in the data active means inhibition above about 19%;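 further: recombinant mutant TCR 2C K166C tagged with TAMRA read by polarization; 0% = receptor in buffer alone and 100% = receptor with positive control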
SIAE primary: blocks human sialic acid acetylesterase; Q9HAT2; SIAE FP-Rh probe binding, fluorescence polarization; inhibition, % at 9.66 µM; hit rate 0.69% among 370,000;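 active means inhibition above a cutoff: mean of compounds within the control limits plus 3 SD of those, cut at about 17% in these data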;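 further: 0% = plate median of compound wells and 100% = probe without SIAE protein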
rCAG RNA binder: molecules binding r(CAG) RNA repeats | r(CAG) RNA repeat, TO-PRO-1 dye displacement fluorescence | inhibition, % at 3 µM | hit rate 1.3% among 370,000 | AID 651821;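 active means inhibition above the plate cutoff, the mean of all test compounds on that plate plus 3 SD, cut at about 35% in these data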;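 further: 0% = DMSO alone and 100% = 100 µM mitoxantrone as full dye displacement; higher means more dye released from RNA so lower well fluorescence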
PG9 Ab binder: PG9 antibody binding by small molecule; hit rate 0.43% among 360,000; TR-FRET gp120-PG9 antibody binding; AID 624416; inhibition, % at 6.7 µM; in the data active means inhibition above about 8.5%
NR1D1 modulator: Rev-erb alpha (human) modulation | P20393 | Rev-erbα–FITC-DNA binding, fluorescence polarization, 90 min | activity, % at 10 µM | hit rate 0.79% among 370,000 | AID 1259318;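 active means activity above about 14%, limit read from the data; passing the limit was not always enough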;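 further: 0% = DMSO wells with 35 nM protein and 100% = DMSO wells with 750 nM protein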
Target sequence (P20393 whole entry, looked up): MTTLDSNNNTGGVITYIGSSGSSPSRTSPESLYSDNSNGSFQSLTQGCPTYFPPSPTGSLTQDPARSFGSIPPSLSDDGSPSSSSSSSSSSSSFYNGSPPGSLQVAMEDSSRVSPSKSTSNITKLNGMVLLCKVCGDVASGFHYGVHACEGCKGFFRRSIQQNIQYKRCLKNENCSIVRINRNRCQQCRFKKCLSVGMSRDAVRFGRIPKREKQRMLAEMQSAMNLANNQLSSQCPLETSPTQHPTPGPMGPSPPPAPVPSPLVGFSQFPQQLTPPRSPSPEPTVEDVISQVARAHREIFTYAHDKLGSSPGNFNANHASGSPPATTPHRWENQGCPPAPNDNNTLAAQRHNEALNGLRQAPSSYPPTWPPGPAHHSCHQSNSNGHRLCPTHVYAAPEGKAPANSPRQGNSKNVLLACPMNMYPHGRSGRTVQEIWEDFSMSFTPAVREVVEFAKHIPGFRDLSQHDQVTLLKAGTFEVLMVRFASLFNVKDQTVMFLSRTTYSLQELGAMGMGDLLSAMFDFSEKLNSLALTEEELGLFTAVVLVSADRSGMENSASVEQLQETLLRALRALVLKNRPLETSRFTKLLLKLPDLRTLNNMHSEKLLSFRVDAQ
TDP2 inh: blocks human TDP2 phosphodiesterase activity; O95551; recombinant TDP2, T5PNP hydrolysis, p-nitrophenol absorbance 415 nm; inhibition, % at 12.8 µM; hit rate 0.34% among 370,000;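 active means inhibition above the mean of all tested compounds plus 3 SD, set per campaign, cut at about 25% in these data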;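 further: 0% = DMSO with enzyme and 100% = buffer with substrate but no TDP2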
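Evaluation: % inhibition relative to enzyme-containing and enzyme-free wells. Material: recombinant human TDP2. Benchmarks: enzyme-free and DMSO wells. Timing: enzyme reaction with compound for 2 h at 37 °C. Compound dosing: 12.8 µM only. Measured by: p-Nitrophenol epi absorbance. Reagent: T5PNP substrate at 5 mM, a TopII-DNA adduct mimic. Replication: single well per compound.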
LEDGF integ inh: blocks HIV-1 LEDGF/p75-dependent DNA integration; inhibition, % at 3.7 µM; AID 743269; hit rate 0.64% among 370,000; TR-FRET IN-LEDGF/p75 DNA integration, Eu/Cy5;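 active means inhibition above the screen-wide mean plus 3 SD, cut at about 13% in these data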;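 further: signal is the Cy5 over europium emission ratio at 671 and 618 nm; 0% = plate median of compound wells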
An asterisk follows results filed as active; / = no result given.

nr	structure	HTRA1 inhibitor	PRMT1 FP inh	mABHD4 FP	TCR CD3 inh	SIAE primary
1	COCc1ccc(C(=O)N2CCCC(C(=O)c3ccc(Cl)cc3C)C2)o1 (stereo unspecified)	-3	-1	-1	2	1
2	Cc1cc(NC(=O)c2ccccc2-c2ccccc2C(=O)O)no1	2	3	-1	-4	-2
3	CCCOc1ccc(N2C(=O)CC(N3CCN(CCN=CC4C(=O)CC(C)(C)CC4=O)CC3)C2=O)cc1 (stereo unspecified)	5	6	-6	-2	-9
4	CC(C)c1ccc(S(=O)(=O)N2CCN(C(=O)CCNS(=O)(=O)c3ccccc3F)CC2)cc1	-6	-11	-4	-5	0
5	CCOC(=O)C1=C(C)N=c2sc(=C(C)C)c(=O)n2C1c1ccc(N(C)C)cc1 (stereo unspecified)	-4	1	0	-2	2
6	CC1CC(C)CN(C(=O)Cn2cc(C=O)c3ccccc32)C1 (stereo unspecified)	6	-3	2	2	-2
7	COc1ccc2ccccc2c1/C=N/NC(=O)c1ccc([N+](=O)[O-])cc1	4	-3	6	8	7
8	O=C(CSc1nc2ccccc2o1)NC1CCCC1	3	-1	3	-7	0

nr	rCAG RNA binder	PG9 Ab binder	NR1D1 modulator	TDP2 inh	LEDGF integ inh
1	-4	-0.3	2	3	2
2	-3	0.3	4	3	-2
3	-7	-0.9	0	-5	2
4	-1	-2.0	0	-20	5
5	-4	-0.5	6	-2	2
6	0	-1.2	-4	18	3
7	7	0.0	3	3	1
8	-1	-0.9	0	-7	-9

Reformatted with values under each structure: part of the list above
Values run as follows: HTRA1 inhibitor	PRMT1 FP inh	mABHD4 FP	TCR CD3 inh	SIAE primary	rCAG RNA binder	PG9 Ab binder	NR1D1 modulator	TDP2 inh	LEDGF integ inh
(2) Cc1cc(NC(=O)c2ccccc2-c2ccccc2C(=O)O)no1
    2	3	-1	-4	-2	-3	0.3	4	3	-2
(3) CCCOc1ccc(N2C(=O)CC(N3CCN(CCN=CC4C(=O)CC(C)(C)CC4=O)CC3)C2=O)cc1 (stereo unspecified)
    5	6	-6	-2	-9	-7	-0.9	0	-5	2
(4) CC(C)c1ccc(S(=O)(=O)N2CCN(C(=O)CCNS(=O)(=O)c3ccccc3F)CC2)cc1
    -6	-11	-4	-5	0	-1	-2.0	0	-20	5
(5) CCOC(=O)C1=C(C)N=c2sc(=C(C)C)c(=O)n2C1c1ccc(N(C)C)cc1 (stereo unspecified)
    -4	1	0	-2	2	-4	-0.5	6	-2	2
(6) CC1CC(C)CN(C(=O)Cn2cc(C=O)c3ccccc32)C1 (stereo unspecified)
    6	-3	2	2	-2	0	-1.2	-4	18	3
(7) COc1ccc2ccccc2c1/C=N/NC(=O)c1ccc([N+](=O)[O-])cc1
    4	-3	6	8	7	7	0.0	3	3	1

Continuation.
nr	structure	HTRA1 inhibitor	PRMT1 FP inh	mABHD4 FP	TCR CD3 inh	SIAE primary
9	CCOC(=O)C1(C)CCN1C(=O)c1ccc(F)c(Cl)c1 (stereo unspecified)	/	4	0	-7	4
10	Oc1ccc(Br)cc1/C=N/Nc1ncc(-c2ccccc2)cn1	23	-12	5	-1	4
11	CCOC(=O)C(Cc1cc(C(C)=O)ccc1OCC)C(=O)OCC	3	3	0	2	-2
12	O=C(CN1CCN(c2ccccc2F)CC1)Nc1ccc2c(c1)CCC2	2	-1	2	9	3
13	COc1cccc(C(O)c2nc(-c3cccc(CO)c3)cs2)c1 (stereo unspecified)	/	-1	-5	3	-8
14	COc1cc(NC(=S)NC(=O)c2ccc(F)cc2)ccc1NC(=O)c1ccco1	5	-2	2	7	7
15	c1coc(-c2nnc(-c3ccc4c(c3)OCO4)o2)c1	/	1	0	0	-2
16	CCOC(=O)c1c(NC(=O)COC(=O)CCNS(=O)(=O)c2ccccc2)sc(C(=O)NC)c1C	6	5	1	-2	7

nr	rCAG RNA binder	PG9 Ab binder	NR1D1 modulator	TDP2 inh	LEDGF integ inh
9	-2	-0.7	1	13	0
10	0	0.1	-7	-12	3
11	-11	-0.5	-1	1	2
12	-3	-4.0	9	0	0
13	2	-0.3	-7	-3	3
14	1	0.9	-4	10	2
15	13	2.1	-1	-10	3
16	1	-2.3	6	-2	-8

The list continues:
nr	structure	HTRA1 inhibitor	PRMT1 FP inh	mABHD4 FP	TCR CD3 inh	SIAE primary
17	O/N=C/c1ccc2ccccc2n1	0	-4	-6	0	2
18	NC(=O)CN(c1ccc(Cl)cc1)S(=O)(=O)c1ccccc1	0	-3	2	10	4
19	Cc1ccc(CN2C(=O)C(CC(C)C)Nc3ncnc(N4CCCCC4)c32)cc1 (stereo unspecified)	/	-1	-7	2	-2
20	O=C(NCc1ccccc1)C1C(=O)N(Cc2ccccc2)C(=O)C1C1(O)CCCC1 (stereo unspecified)	-4	2	1	-2	-3
21	O=C(CSc1nc2nc[nH]c2c(=O)[nH]1)NC1CCCCC1	9	-2	9	-1	5
22	Cc1nc2cc(C(F)(F)F)ccc2n1C1CCN(CC(=O)N2CCOCC2)CC1	2	0	5	5	-3
23	C[C@H](CO)N1C[C@H](C)[C@H](CN(C)S(=O)(=O)c2ccc(-n3cccn3)cc2)OCc2cnnn2CCCC1=O	0	-6	4	2	-1
24	Cc1ccc(NC(=O)COc2coc(CN3c4ccccc4CC3C)cc2=O)c(C)c1 (stereo unspecified)	1	-1	3	-1	-3

nr	rCAG RNA binder	PG9 Ab binder	NR1D1 modulator	TDP2 inh	LEDGF integ inh
17	0	-0.1	0	6	0
18	1	1.0	-4	6	4
19	0	-0.7	0	-5	2
20	1	-1.4	3	-3	0
21	0	-0.1	0	7	2
22	-6	0.2	2	-10	-3
23	1	-1.1	-3	-8	-1
24	-6	0.3	-1	7	1

Further structures
nr	structure	HTRA1 inhibitor	PRMT1 FP inh	mABHD4 FP	TCR CD3 inh	SIAE primary
25	C[C@]12c3[nH]c4cc(-c5ccco5)ccc4c3CCN1C(=O)[C@@H](CC(=O)NCc1cccc(C(F)(F)F)c1)C[C@@H]2C(=O)N1CCOCC1	4	18	2	-7	-2
26	CC(C)(C)OC(=O)NCc1cc(F)ccc1/C=C/S(=O)(=O)NC1CCCC1	/	-8	-11	/	0
27	O=C(N/N=C/c1ccsc1)c1cc(-c2cccs2)nc2ccccc12	-17	5	-8	-2	-17
28	CSc1nc(Cl)cc(=O)[nH]1	6	2	0	-6	-4
29	COc1ccc2oc(C(=O)NC(C)c3ccccn3)c(C)c2c1 (stereo unspecified)	-8	0	0	1	0
30	Cc1cc(C(=O)CSc2nnc(-c3ccco3)o2)c(C)n1CC1COc2ccccc2O1 (stereo unspecified)	-28	2	-12	-2	0
31	CC1CCCCC1N1CN=C(Nc2nc3ccccc3s2)NC1 (stereo unspecified)	7	-2	2	6	-7
32	O=C(OC12CCCN(C1)/C(=C/c1cccc(Cl)c1)C2)c1cccc(F)c1 (stereo unspecified)	/	-7	3	/	-3

nr	rCAG RNA binder	PG9 Ab binder	NR1D1 modulator	TDP2 inh	LEDGF integ inh
25	10	-0.1	-10	-10	4
26	0	/	1	-15	7
27	7	-1.8	7	-8	-9
28	4	1.2	-1	1	1
29	8	-2.6	-8	10	1
30	8	-0.6	1	7	0
31	2	0.1	1	-3	-1
32	0	/	3	0	2

(list continues)
nr	structure	HTRA1 inhibitor	PRMT1 FP inh	mABHD4 FP	TCR CD3 inh	SIAE primary
33	O=C(Cc1ccccc1)N/N=C/c1ccc([N+](=O)[O-])s1	8	1	1	7	0
34	CCc1cc(=O)oc2cc(C)cc(OC(C)C(=O)NCc3ccncc3)c12 (stereo unspecified)	-1	-5	-4	9	-5
35	Cc1ccc(S(=O)(=O)N2CCOCC2)cc1NC(=O)COC(=O)CNC(=O)c1ccc(Oc2ccccc2)cc1	-7	4	-7	0	-8
36	NNC(=O)C1CCCN1S(=O)(=O)c1ccc(Cl)cc1 (stereo unspecified)	-6	-1	-2	5	-7
37	CCSc1nnc(NC(=O)c2cc(-c3ccccc3O)n[nH]2)s1	2	-5	-1	5	-7
38	CC12CCC(=O)N1C(C(=O)Nc1cc(Cl)ccc1N1CCOCC1)CS2 (stereo unspecified)	-2	4	-7	-5	9
39	O=C(O)c1c(C(=O)O)c(-c2ccc(Br)cc2)n2c1CSC2	0	19	2	-6	-4
40	NS(=O)(=O)c1ccc(NC(=O)COC(=O)CNC(=O)C23CC4CC(CC(C4)C2)C3)cc1	-11	-1	2	4	3

nr	rCAG RNA binder	PG9 Ab binder	NR1D1 modulator	TDP2 inh	LEDGF integ inh
33	3	-2.6	0	-3	2
34	-6	-1.9	13	-12	-4
35	8	-2.4	-4	-4	-6
36	1	0.8	2	4	-1
37	4	-1.1	-4	-19	-4
38	-8	-1.9	6	3	1
39	16	0.6	1	9	-3
40	3	1.1	2	8	-5

Going on with the list:
nr	structure	HTRA1 inhibitor	PRMT1 FP inh	mABHD4 FP	TCR CD3 inh	SIAE primary
41	CS(=O)CSc1nc2c(cc1C#N)CCCC2 (stereo unspecified)	-3	2	-5	2	2
42	CCCCOc1ccc(CN=C(N)N)cc1Cl	-3	-3	6	-6	-4
43	Cc1cccc(C)c1Cn1c(C)c(C(=O)NCc2ccccc2C(F)(F)F)sc1=O	/	-6	-21	4	-15
44	O=C(c1ccccc1)c1cc2ccc(O)cc2oc1=O	-3	3	5	4	1
45	O=C(NCc1ccccc1)c1ccc(-c2ccc(F)cc2)o1	-16	-3	-9	3	-5
46	COC(=O)C1CN(Cc2cn(Cc3ccc(OC)cc3)nn2)CCS(=O)(=O)N1Cc1ccc(F)cc1 (stereo unspecified)	/	5	1	/	0
47	CCc1c(C(=O)Nc2nnc(C3CC3)s2)csc1C	1	1	10	-1	-3

nr	rCAG RNA binder	PG9 Ab binder	NR1D1 modulator	TDP2 inh	LEDGF integ inh
41	-3	0.1	-6	2	2
42	10	0.1	-3	-5	-2
43	3	-3.4	0	-2	-1
44	2	-0.4	2	-11	-2
45	-1	-0.3	0	2	3
46	2	/	-7	3	-2
47	-2	1.0	-2	7	-1

Not all compounds are listed, so the mix of outcomes need not match the whole.
